# HGIII-sPLA2 inh – human group III sPLA2 inhibitors, primary screen, biochemical, QFRET, BODIPY PC-A2 liposome substrate; inhibition, % at 12.2 µM; 370,000 tested, 0.56% active; AID 743126, 2013; Group 3 secretory phospholipase A2 (Homo sapiens), Q9NZ20; QFRET BODIPY PC-A2 liposome hydrolysis, fluorescence;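 active means inhibition above mean plus 3 SD of compounds lying within the high and low control bounds, cut at about 19% in these data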;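 further: 0% = median of test compound wells and 100% = no enzyme DMSO wells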
# FXN GAA850 act – FXN promoter activators, primary screen, cell-based, luciferase luminescence, HEK293 lucGAA850; HEK293 lucGAA850 FXN promoter luciferase reporter, 24 h; percent of 10 µM SAHA response; activation, % at 6 µM; 360,000 tested, 0.56% active;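 active means activation above the average of all compounds screened plus 3 SD, cutoff fixed separately per campaign, cut at about 7.5% in these data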;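 further: 0% = DMSO wells and 100% = 10 µM SAHA wells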
# hcDAF-12 act – H. contortus DAF-12 nuclear receptor activators, primary screen, cell-based, luminescence, HEK293, lit1-tk-luc reporter. 370,000 tested, 1.4% active. activation, % at 6.8 µM. AID 652067, 2013. HEK293 hcDAF-12 lit1-tk-luc reporter; 0% DMSO, 100% Δ7-dafachronic acid;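 active means activation above the mean of all tested compounds plus 3 SD, cut at about 5.5% in these data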;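 further: 100% = response to 3 µM Δ7-dafachronic acid high control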
# hgDAF12 agonist – H. glycines DAF-12 receptor agonists, primary screen, cell-based, luminescence, HEK293, GAL4 fusion, UAS-luciferase | Nuclear hormone receptor DAF-12 (Heterodera glycines), GAL4 fusion | activation, % at 6.8 µM | 370,000 tested, 1.8% active | AID 687014, 2013 | HEK293 GAL4-hgDAF12 UAS-luciferase reporter, agonist luminescence; normalized to butyrate control;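 active means activation above a cutoff set at the mean of all screened compounds plus 3 SD, cut at about 10% in these data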;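 further: 0% = DMSO wells and 100% = sodium butyrate wells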
# ssDAF12 agonist – S. stercoralis DAF-12 nuclear receptor activators, primary screen, cell-based, luminescence, HEK293, GRIP1 co-expression, lit1-tk-luc | Nuclear hormone receptor DAF-12 (Strongyloides stercoralis) | HEK293 ssDAF-12/GRIP1 lit1-tk-luc reporter; % of 3 µM dafachronic acid response | activation, % at 6.8 µM | 370,000 tested, 1% active | AID 652126, 2013;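 active means activation above the mean over all tested compounds plus 3 SD, cut at about 0.9% in these data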;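 further: 0% = DMSO-only wells and 100% = 3 µM delta7-dafachronic acid wells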
# ADAM10 inh – human ADAM10 inhibitors, primary screen, biochemical, QFRET, HTS | Disintegrin and metalloproteinase domain-containing protein 10 (Homo sapiens), O14672 | recombinant ADAM10, EDANS/DABCYL FRET peptide cleavage, 3 h | inhibition, % at 7 µM | 370,000 tested, 0.62% active | AID 720582, 2013;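 active means inhibition above a per-campaign cutoff equal to the mean of compounds falling between control-based bounds plus 3 SD, cut at about 20% in these data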;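 further: 0% = DMSO wells while the 100% control is not disclosed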
# DAX1 inh-1 – DAX1 (NR0B1) inhibitors on StAR promoter, primary screen, cell-based, luminescence, SF-1 (NR5A1), full-length DAX-1. HEK293T StAR-luciferase reporter, SF-1/DAX-1 repression relief. inhibition, % at 6.8 µM. 370,000 tested, 1.1% active. AID 652010, 2013;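 active means inhibition above the mean over all tested compounds plus 3 SD, cut at about 3.6% in these data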;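 further: 0% = DAX-1 cells with DMSO and 100% = cells lacking DAX-1 with DMSO; higher inhibition means more luminescence from relief of DAX-1 repression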
# DAX1 inh-2 – DAX1 (NR0B1) inhibitors, primary screen, cell-based, HEK293, Gal4-DAX1, luciferase luminescence; Nuclear receptor subfamily 0 group B member 1 (Homo sapiens), P51843; HEK293 Gal4-DAX1 luciferase reporter; inhibition, % at 6.75 µM; 340,000 tested, 0.99% active; AID 504766, 2011;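 active means inhibition above the mean over all tested compounds plus 3 SD, cut at about 4.2% in these data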;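 further: 0% = DAX1-transfected cells with DMSO and 100% = empty-vector control cells with DMSO; inhibition shows as a rise in luminescence from relieved DAX1 repression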
# PLC-gamma1 inh – PLC-gamma1 enzyme inhibitors, primary screen, biochemical, fluorescence, purified enzyme | 1-phosphatidylinositol 4,5-bisphosphate phosphodiesterase gamma-1 (Homo sapiens), P19174 | 370,000 tested, 0.84% active | AID 720700, 2013 | inhibition, % at 12.2 µM | fluorogenic substrate; in the data active means inhibition above about 9.5%
# Target sequence (P19174 whole entry, looked up): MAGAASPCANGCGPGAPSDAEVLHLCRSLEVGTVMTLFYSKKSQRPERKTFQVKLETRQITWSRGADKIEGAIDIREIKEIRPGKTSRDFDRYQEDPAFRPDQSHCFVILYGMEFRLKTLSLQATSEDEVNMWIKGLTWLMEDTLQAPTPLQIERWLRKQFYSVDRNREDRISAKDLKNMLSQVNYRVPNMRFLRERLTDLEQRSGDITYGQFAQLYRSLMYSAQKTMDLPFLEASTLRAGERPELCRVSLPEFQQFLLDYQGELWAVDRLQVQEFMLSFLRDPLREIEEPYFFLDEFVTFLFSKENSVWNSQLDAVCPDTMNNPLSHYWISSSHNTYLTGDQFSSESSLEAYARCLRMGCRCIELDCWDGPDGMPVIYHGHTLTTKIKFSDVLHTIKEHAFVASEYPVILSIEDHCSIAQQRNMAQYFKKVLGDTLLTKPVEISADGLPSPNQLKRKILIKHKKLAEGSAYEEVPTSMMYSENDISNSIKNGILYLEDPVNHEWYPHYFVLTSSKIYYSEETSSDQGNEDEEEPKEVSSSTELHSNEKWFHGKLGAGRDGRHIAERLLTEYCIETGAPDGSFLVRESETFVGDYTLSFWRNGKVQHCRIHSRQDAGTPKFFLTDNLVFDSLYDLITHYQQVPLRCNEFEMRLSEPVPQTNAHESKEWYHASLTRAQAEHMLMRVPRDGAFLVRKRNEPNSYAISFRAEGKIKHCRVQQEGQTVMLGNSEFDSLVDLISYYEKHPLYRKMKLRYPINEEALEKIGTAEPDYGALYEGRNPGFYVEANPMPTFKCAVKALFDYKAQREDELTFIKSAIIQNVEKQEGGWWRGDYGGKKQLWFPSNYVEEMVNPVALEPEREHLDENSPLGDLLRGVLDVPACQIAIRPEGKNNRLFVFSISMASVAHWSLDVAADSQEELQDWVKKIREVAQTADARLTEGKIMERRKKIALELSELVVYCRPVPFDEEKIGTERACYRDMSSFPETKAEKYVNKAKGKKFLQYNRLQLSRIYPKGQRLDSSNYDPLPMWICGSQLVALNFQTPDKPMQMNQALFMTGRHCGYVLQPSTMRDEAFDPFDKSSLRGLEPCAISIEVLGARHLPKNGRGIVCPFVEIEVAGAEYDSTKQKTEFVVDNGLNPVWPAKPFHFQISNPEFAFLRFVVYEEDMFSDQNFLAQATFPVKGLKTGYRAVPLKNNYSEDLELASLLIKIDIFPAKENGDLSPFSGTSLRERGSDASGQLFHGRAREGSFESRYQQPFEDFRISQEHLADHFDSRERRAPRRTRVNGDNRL
# ADAM17 inh – ADAM17 inhibitors, primary screen, biochemical, QFRET; Disintegrin and metalloproteinase domain-containing protein 17 (Homo sapiens), P78536; recombinant ADAM17, EDANS/DABCYL FRET peptide cleavage; inhibition, % at 6.95 µM; 370,000 tested, 0.83% active;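 active means inhibition above the mean of compounds lying between control limits plus 3 SD, set per campaign, cut at about 8.5% in these data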;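 further: 0% = DMSO-only wells as the low control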
# PLCb3 inh – human PLC-beta3 inhibitors, primary screen, biochemical, fluorescence. AID 720704, 2013. inhibition, % at 12.2 µM. Purified PLC-beta3, fluorogenic substrate. 370,000 tested, 0.18% active; in the data active means inhibition above about 11%;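 further: 0% = median of compound wells on plate and 100% = full blocker control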
# The depositor's hits bear a star; . = no result given.
SMILES,HGIII-sPLA2 inh,FXN GAA850 act,hcDAF-12 act,hgDAF12 agonist,ssDAF12 agonist,ADAM10 inh,DAX1 inh-1,DAX1 inh-2,PLC-gamma1 inh,ADAM17 inh,PLCb3 inh
Cc1ccc(S(=O)(=O)N(C)C)cc1NC(=O)C1CCCCC1,-3.6,-0.6,1.9,-1.1,-1.6,-0.8,0.5,1.7,0.1,2.3,-6.9
COc1ccc(S(=O)(=O)Nc2ccc(C(N)=O)cc2)cc1C(=O)N1CCCCCC1,-0.3,0.9,0.4,0.6,-0.8,2.8,0.2,-0.9,0.8,-0.5,-0.4
COc1ccc(N(CC(=O)NCc2cccs2)S(=O)(=O)c2cccnc2)cc1,-1.6,0.2,2.7,2.3,-1.5,-7.9,-0.5,-1.0,-0.9,-1.4,4.8
CCOC(=O)[C@H]1[C@H]2COc3cc(OC)ccc3[C@@H]2N2C(=O)CN(Cc3ccc(OC)cc3)C(=O)[C@@]12C,0.9,-1.8,-2.2,0.3,-1.3,0.8,0.2,0.2,-3.2,-4.5,-0.4
CCCCOC(=O)Cn1c(=O)c2c(nc3n2CCCCN3c2ccc(C)cc2)n(C)c1=O,4.8,0.1,-0.6,-0.7,-1.4,4.9,0.0,-0.9,-2.7,-1.2,-6.6
CCS(=O)(=O)N1CCN(c2ccc([N+](=O)[O-])c(NCc3cccnc3)c2)CC1,-2.2,1.4,1.0,0.2,-1.0,2.0,-0.2,0.4,-0.2,5.9,5.3
COc1ccc(CN2C(=O)CN=C2Nc2cc(C)ccc2C)cc1,-6.8,-0.8,0.3,-0.4,-1.1,-2.7,-1.1,-0.7,-4.6,-3.5,-5.3
CC(=O)Nc1ccc(C(=O)OC2CCOC2=O)cc1 (stereo unspecified),4.1,0.3,-1.0,0.2,0.1,-9.2,-0.3,-0.4,4.6,2.5,0.2
Cc1cccc(NCC(=O)N/N=C\c2ccccn2)c1,-4.2,1.4,1.4,3.2,-0.9,-1.7,0.3,0.2,-1.1,-2.8,-7.5
CCOc1ccccc1NC(=O)COC(=O)c1ccc(S(=O)(=O)N2CCCC2)cc1,8.1,1.1,0.2,0.7,-0.7,0.8,0.8,-0.3,5.2,5.3,1.4
CCOC(=O)c1c(CN2CCCCC2C)oc2ccc(OC)cc12 (stereo unspecified),-4.1,-0.2,-0.8,-1.6,-1.1,-26.9,-0.3,1.7,-23.2,-9.8,-37.8
COc1cc(NC(=O)Cc2ccc([N+](=O)[O-])cc2)c(C(=O)O)cc1OC,3.0,1.2,-0.7,0.3,-1.2,-4.4,0.4,2.1,-2.2,-2.7,-1.5
CCc1nc2ccccc2n1CCc1ccccc1,2.0,1.7,-1.3,-2.5,-1.6,1.2,-0.5,-0.9,1.0,-4.2,0.6
CCc1cc2c(=O)c(-c3nc4ccccc4n3C)coc2c(CN2CCCCC2C)c1O (stereo unspecified),0.3,-1.1,-6.0,-2.1,-1.4,-127.0,-0.4,-2.0,-322.0,-49.0,-389.7
Cc1ccc(NC(=S)NC(=O)C2CC2)cc1Cl,-0.6,2.4,4.0,2.4,0.2,-2.8,-0.3,0.7,0.8,-1.2,-7.2
CC(C)CNC(=O)c1ccccc1SCC(=O)NC12CC3CC(CC(C3)C1)C2,6.9,4.9,-1.0,1.1,-0.7,-7.7,-0.1,-1.2,0.2,-1.6,0.1
CCc1c(C)sc(NC(=O)OC)c1C(=O)N1CCCCC1,-4.0,1.6,-1.1,-0.9,-1.8,-1.4,-0.8,0.5,-10.0,-2.0,-12.3
Cc1ccc(N(CCC#N)C(=O)CN2C(=O)NC(Cc3ccccc3)C2=O)cc1 (stereo unspecified),-8.6,-1.0,-1.6,0.6,-1.5,-6.1,0.8,1.0,0.5,-0.4,0.1
Cc1nnc(NC(=O)CCS(=O)(=O)c2ccccc2)s1,-2.8,-3.8,3.8,-0.5,-0.9,-2.7,0.8,2.5,-0.9,0.1,-52.4
COc1cccc(NCCC(=O)c2cccc([N+](=O)[O-])c2)c1,-3.8,6.8,-0.7,-0.8,-0.6,9.7,2.2,0.6,2.0,2.0,-1.8
Cc1cc(C)cc(-n2c(=O)c3ccccc3n(CC(=O)NCC3CCCO3)c2=O)c1 (stereo unspecified),-0.7,-1.8,-0.1,-2.9,-1.6,-14.5,-0.1,-2.1,-1.2,-3.0,-3.2
Cc1ccc(C(=O)NNC(=S)NC(=O)c2ccc(Cl)cc2)cc1,16.0,-2.1,-0.1,-2.3,-0.5,19.8*,-0.4,1.0,0.3,12.4*,-3.6
COc1ccc(C(C)=O)cc1CSC(=S)N1CCSCC1,1.4,.,-1.6,-2.7,-1.4,3.9,-1.7,.,-0.1,3.2,3.1
Cc1ccnc(N2C(=O)OC(C)(C)C2(C)O)c1 (stereo unspecified),11.0,-0.9,0.9,0.5,-1.1,-0.5,-0.1,0.4,-3.2,-2.9,-2.0
Fc1ccc(NC(=S)Nc2cccc3ccccc23)cc1F,6.2,0.7,3.7,2.3,0.3,-233.6,0.6,1.0,-83.4,-83.2,-126.2
C=CCn1c(=O)c2c3c(sc2n2c(Nc4ccc(OC)cc4)nnc12)CCCC3,-9.2,0.9,-1.8,-2.9,-1.8,9.2,-1.3,-0.4,7.3,5.4,2.5
N#C/C(=C\c1ccc(N2CCOCC2)o1)C(=O)NC1CCCCC1,-4.1,2.5,-2.3,-2.5,-1.1,-1.2,0.4,-2.6,-19.0,-2.2,-35.6
CCCCS(=O)(=O)N1CCC(C(=O)NCC2CCCO2)CC1 (stereo unspecified),-0.6,1.6,1.8,3.7,-0.5,3.2,-0.3,0.2,3.5,-3.1,-2.6
CCOC(=O)/C(N=Nc1ccc(C(=O)O)cc1[N+](=O)[O-])=C(\C)O,-0.8,-0.7,0.5,-0.5,-1.1,11.7,0.3,1.6,1.1,5.7,2.4
O=C(OCC(=O)N1CCC(Cc2ccccc2)CC1)c1ccccc1F,5.0,0.6,-0.7,1.2,-1.2,-8.7,-1.3,0.7,0.1,-0.1,-8.0
COCCn1c(N)c(N(Cc2ccccc2)C(=O)c2ccc3ccccc3c2)c(=O)[nH]c1=O,-4.0,3.3,-1.8,1.9,-0.8,0.8,0.9,0.7,2.8,-3.8,-4.3
O=C1CCCC(=O)C1=C1SCCS1,19.1,-2.9,-1.5,0.3,-1.1,2.8,0.2,1.9,7.5,-3.6,1.6
O=C(c1cc([N+](=O)[O-])ccc1N1CCOCC1)N1CCN(S(=O)(=O)c2ccc(F)cc2)CC1,7.9,-0.7,-1.1,1.4,-0.5,-8.1,-0.2,0.5,2.0,-3.7,-5.9
Cc1cc(C)n(CCNC(=O)[C@@H](Cc2ccccc2)NC(=O)[C@H]2O[C@@H](n3ccc(=O)[nH]c3=O)[C@H](O)[C@@H]2O)n1,16.6,.,0.9,2.8,-0.9,-14.4,1.9,.,1.8,-1.8,-1.5
O=C(C[n+]1cc(Br)cc2ccccc21)c1ccc(Cl)cc1,-8.7,2.4,8.2*,1.2,0.0,0.9,-0.3,0.2,-6.3,-5.5,-10.1
COC(=O)C[C@@H]1C=C[C@H](NC(=O)c2ccccc2)[C@@H](CO)O1,4.6,.,0.5,-0.2,-1.2,-1.9,0.8,.,1.1,1.1,3.7
O=C(Nc1ccc(-c2csc(Nc3ccccc3)n2)cc1)c1ccccc1,1.8,-2.6,-2.4,-3.6,-1.7,-9.7,-1.7,-1.6,-23.9,-2.8,-35.8
COc1ccccc1NC(=O)C(C)OC(=O)c1ccc(-n2cnnn2)cc1 (stereo unspecified),0.1,1.1,-0.7,-3.0,-1.1,-10.9,1.2,-1.2,-2.5,2.5,-6.2
O=C(Cn1c2ccc(F)cc2c2nc3n(c(=O)c21)CCS3)Nc1ccc(Cl)cc1F,-0.7,-1.3,0.1,-2.2,-1.6,-25.2,-0.7,0.4,-0.5,-6.7,-8.6
CCOCCN(C(=O)c1ccccc1Cl)c1cccc(C)c1C,1.5,-1.9,0.5,-1.3,-0.8,-6.3,-0.6,.,1.8,-0.3,-4.6
COc1ccc(-c2cc(C(=O)N3CCN(c4ccccc4)CC3)no2)cc1OC,-5.5,-1.1,-0.2,1.0,-1.0,1.4,0.4,-0.4,-0.6,-2.8,-4.1
O=C(c1ccccc1F)N1CCN(C(=O)C(c2ccccc2)c2ccccc2)CC1,0.5,0.9,0.8,-0.1,-1.1,-7.5,0.0,-0.2,0.5,-3.6,-3.6
CSc1ccccc1NC(=O)Cn1nc([N+](=O)[O-])c(Cl)c1C,-1.6,-0.6,1.9,2.1,-1.3,-0.4,0.7,-0.1,0.1,-0.5,2.4
COc1cc(/C=N/NC(=O)c2cc[n+]([O-])cc2)cc(OC)c1OC,0.5,1.2,-1.5,-1.8,-0.5,-2.4,0.5,-1.7,2.9,-1.9,-4.1
Cc1cc(C)cc(N(C(=O)CCC(=O)Nc2cc(C)on2)C(C(=O)NC2CCCC2)c2ccco2)c1 (stereo unspecified),-2.0,1.7,-0.5,-0.2,-0.6,6.1,0.2,1.9,-1.0,-0.8,1.7
O=C1/C(=C/c2ccccc2)SC(=S)N1N1C(=O)C2CC2C1=O (stereo unspecified),-8.1,0.9,1.2,5.9,-1.4,4.3,-0.5,-0.1,0.6,-0.2,-1.1
CCC(=O)NNC(=O)c1c(O)c2ccccc2[nH]c1=O,1.1,0.6,2.2,-0.3,-1.1,-4.5,0.3,0.7,1.9,0.2,0.2
NNc1nc(-c2ccccc2)nc(-c2ccccc2)c1Br,17.9,1.9,-1.0,-1.2,-0.9,21.2*,-0.3,2.1,7.7,6.8,-15.7
CCCn1c(N2CCN(C(=O)Nc3ccc(Cl)cc3)CC2)nc2ccccc21,1.3,-1.8,-1.1,-1.9,-2.0,-1.7,0.2,-1.1,1.3,-3.4,-3.8
CCc1ccc(C2C(C#N)=C(N)N(N(C)C)C3=C2C(=O)CCC3)cc1 (stereo unspecified),-5.5,2.1,-0.6,-3.3,-0.5,-8.2,-0.1,-1.0,-14.4,-1.9,-27.0
CCc1nc2ccc(C(=O)NCCOc3ccc(OC)cc3)cn2c1N(C)Cc1ccc(N(C)C)cc1,5.4,-1.0,-1.4,-1.1,-0.5,-11.7,-1.9,.,-1.9,-2.1,-3.1

# High-throughput results from PubChem BioAssay.
